# Screens as filed in PubChem.
# CASP6 VEID inh – caspase-6 (human) enzyme inhibition | P55212 | purified caspase-6, Z-VEID-R110 cleavage fluorescence | inhibition, % at 12.5 µM | 350,000 compounds, 0.53% hits;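 active = mean inhibition across replicates at least about 35%, with every replicate also reaching that limit, limit read from the data; inconclusive = only one of the two criteria met; inactive = neither criterion met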;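 note: 0% = median of neutral control wells and 100% = no fluorescence left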
# Target sequence (P55212 24-179 limits assumed): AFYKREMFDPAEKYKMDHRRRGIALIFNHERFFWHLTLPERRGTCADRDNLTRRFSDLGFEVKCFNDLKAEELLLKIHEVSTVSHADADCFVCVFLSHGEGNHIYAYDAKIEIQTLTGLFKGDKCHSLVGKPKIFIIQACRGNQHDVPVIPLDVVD
# Target sequence (P55212 194-293 limits assumed): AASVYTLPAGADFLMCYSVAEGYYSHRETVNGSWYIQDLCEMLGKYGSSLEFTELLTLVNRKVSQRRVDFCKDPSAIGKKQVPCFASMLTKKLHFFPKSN
# SIRT5 block – sirtuin-5 (human) deacylase inhibition. Purified SirT5, succinyl-peptide AMC, trypsin-coupled fluorescence. inhibition, % at 15 µM. 330,000 compounds, 1.1% hits; in the data active = inhibition above about 15%; inconclusive = no clear call, values can overlap the other calls
# Target sequence (Q9NXA8 whole entry, looked up): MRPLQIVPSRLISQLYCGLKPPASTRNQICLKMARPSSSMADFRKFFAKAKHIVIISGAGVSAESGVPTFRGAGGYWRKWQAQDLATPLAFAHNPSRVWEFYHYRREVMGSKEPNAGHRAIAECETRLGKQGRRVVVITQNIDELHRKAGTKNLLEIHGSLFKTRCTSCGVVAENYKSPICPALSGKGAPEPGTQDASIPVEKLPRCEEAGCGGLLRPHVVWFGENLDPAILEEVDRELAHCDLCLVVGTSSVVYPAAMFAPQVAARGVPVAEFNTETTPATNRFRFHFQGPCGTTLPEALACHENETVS
# ERAP1 inh – ERAP1 (human) enzyme inhibition; inhibition, % at 10.7 µM; 340,000 compounds, 0.15% hits; AID 652197; recombinant ERAP1, Leu-AMC fluorescence, 60 min; Q9NZ08;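 active = mean replicate inhibition of at least 30%, or all replicates individually reaching that 30% level; inactive = mean below 30% and not every replicate reaching it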;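 note: 0% = neutral control wells and 100% = L-leucinethiol positive control wells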
# DENV2 CPE – protects cells from dengue virus 2 cytopathic effect. DENV2-infected cells, cytopathic effect rescue, plate reader. 350,000 compounds, 1.7% hits. CPE inhibition, % at 9.99 µM; in the data active = CPE inhibition above about 20%, passing the limit was not always enough; inconclusive = no clear call, values can overlap the other calls; tested in BHK-21 cells;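 note: 0% = median of neutral control wells and 100% = median of positive control wells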
# ERp5 block – inhibitors of human ERp5; Q15084; ERp5 insulin aggregation, absorbance 650 nm, 90 min; inhibition, % at 9.99 µM; 350,000 compounds, 0.05% hits; AID 651711;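 active = mean replicate inhibition above about 25%, with every replicate also reaching it, limit read from the data, passing the limit was not always enough; inconclusive = only one of those two criteria met; inactive = neither criterion met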
# Target sequence (Q15084 whole entry, looked up): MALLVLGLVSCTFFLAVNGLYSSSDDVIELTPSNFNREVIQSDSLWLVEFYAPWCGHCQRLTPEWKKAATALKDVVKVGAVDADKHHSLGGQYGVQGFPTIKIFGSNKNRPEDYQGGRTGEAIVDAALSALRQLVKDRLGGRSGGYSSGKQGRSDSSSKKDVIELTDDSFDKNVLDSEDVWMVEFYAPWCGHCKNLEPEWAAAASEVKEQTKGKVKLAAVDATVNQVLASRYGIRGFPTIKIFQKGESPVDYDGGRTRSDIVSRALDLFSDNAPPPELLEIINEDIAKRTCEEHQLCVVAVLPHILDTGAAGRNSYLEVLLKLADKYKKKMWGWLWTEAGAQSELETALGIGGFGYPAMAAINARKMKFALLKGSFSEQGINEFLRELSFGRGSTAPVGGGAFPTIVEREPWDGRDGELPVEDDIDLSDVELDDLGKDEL
# miR122 inh – inhibitors of miR-122 in Huh7 cells. Huh7 miR-122 Renilla luciferase sensor, 48 h; neutral wells = 0, positive control = 100. 340,000 compounds, 0.3% hits. activation (reporter increase), % at 12.5 µM;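 active = mean replicate activation score at least 90 and every replicate individually at or above 90; inconclusive = only one of the two criteria met; inactive = neither criterion met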;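 note: higher luciferase means less miR-122 activity so hits act as miR-122 inhibitors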
# F508del corr – correctors of CFTR F508del function in bronchial epithelial cells; 350,000 compounds, 0.36% hits; CFBE cells, YFP halide quenching; stimulated with forskolin plus potentiator P3; % fluorescence drop versus neutral controls; activity (quench increase), % at 7.58 µM; AID 720511;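 active = mean added fluorescence quench of at least 8% versus neutral control, with both replicates also reaching 8%; inconclusive = only one of the mean or replicate conditions met; inactive = mean below 8% and not both replicates reaching 8%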;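 note: cells transiently co-express mutant CFTR-F508del with the halide-sensitive YFP; corrector assay measuring rescue of mutant channel to the surface after 24 h compound exposure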
# * hit, by the source's call; ? = inconclusive; . = no result given; & = joins results of further samples; [ ] = dose if it differs, or a comment.
SMILES,CASP6 VEID inh,SIRT5 block,ERAP1 inh,DENV2 CPE,ERp5 block,miR122 inh,F508del corr
Fc1ccc(Nc2ncnc3sccc23)cc1,-2,-2,0,4,0,-4,-0.4
CCN(C(=O)COC(=O)/C=C/c1nc2ccccc2s1)c1c(N)n(Cc2ccccc2)c(=O)[nH]c1=O,2,-3,2,-6,.,.,2.3
CCN(CC(=O)Nc1c(F)cccc1F)C(=O)CCCc1nc2ccccc2c(=O)[nH]1,-5,-1,-2,-6,0,.,-0.1
C[C@@]12CCC3[C@@](CCC4[C@@]3(C)CCC[C@@]4(C)C(=O)N3CCOCC3)(CC1=O)C2 (some centres not stated),2,.,-2,7,6,-1,2.6
CNC[C@@H]1Oc2cc(-c3ccc(C(=O)N(C)C)cc3)ccc2S(=O)(=O)N([C@H](C)CO)C[C@H]1C,1,7,0,-5,5,-2[16.7 µM],-1.7
COc1cccc(CNC(=O)C[C@@H]2CC[C@H](NC(=O)C3CCOCC3)[C@@H](CO)O2)c1,4,-3,-3,-9,-4,.,2.2
O=C(c1ccc(COc2ccc3ccccc3c2)o1)N1N=C(C(F)F)CC1(O)C(F)F (configuration not stated),0,0,3,-6,-2,-2,1.7
Cc1ccc(S(=O)(=O)Oc2ccc(/C=C3\C(=N)N4N=C(S(C)(=O)=O)SC4=NC3=O)cc2)cc1,59*,12,9,3,3,.,-1.8
Cc1cccc(NC(NC(=O)Cc2ccccc2)C(Cl)(Cl)Cl)c1 (configuration not stated),3,-1,-3,8,3,.,.
C[C@@H]1CCCCO[C@H](CN(C)C(=O)c2ccccc2)[C@@H](C)CN([C@@H](C)CO)C(=O)c2cc(NC(=O)Nc3ccc4c(c3)OCO4)ccc2O1,-2,0,-4,22*,-2,-11[16.7 µM],-0.2
CC(C)(C)NC(=O)C(c1cccc2ccccc12)n1c(=O)c(-c2cc3ccccc3[nH]2)nc2ccccc21 (configuration not stated),1,-2,.,1,-2,.,3.3
O=C(C1CCCCC1)N1C[C@@H](n2cc(-c3ccc(F)cc3)nn2)[C@H](O)C[C@@H]1c1ccccc1,2,-9,2,-4,0,-5,1.1
COC(=O)NNC(=O)c1cccc(C)c1,2,-1,-7,6,5,0,-0.6
COc1ccc2c3c(n(C)c2c1)[C@@H](CO)N(Cc1cccc(F)c1)CC31CN(C)C1,.,.,-2,-2,-4,.,-2.9
CC(CNC(=O)CN1C(=O)c2cccnc2Oc2ccc(Cl)cc21)c1ccccc1 (configuration not stated),-1,-5,5,-1,0,.,2.8
Cc1cc(=O)oc2cc(Oc3ccc(C(N)=O)cc3[N+](=O)[O-])ccc12,8,-5,5,4,4,-2,0.3
CN(C)C(=O)c1cc2c(c(-c3cccc(C4=CCCCC4)c3)n1)[C@@H](CCO)N(S(=O)C(C)(C)C)C2 (some centres not stated),9,-5,7,-1,3,-6,0.3
C[C@H](CO)N1C[C@H](C)[C@@H](CN(C)C(=O)Nc2ccc3c(c2)OCO3)Oc2ccc(NC(=O)Nc3cccc4ccccc34)cc2CC1=O,0,7,-3,-3,-8,-5[16.7 µM],-0.4
CC(Sc1nnc(N)s1)C(=O)c1c(N)n(C)c(=O)n(C)c1=O (configuration not stated),5,-8,3,-4,4,-7,-0.8
O=c1cc(O)c2ccccc2n1Cc1ccccc1Cl,2,-4,-3,.,5,3,-1.4
COc1ccc(NC(=O)NC(=O)c2ccccc2)cc1,0,-7,5,-5,2,.,-1.8
Cc1sc2ncn(CC(=O)N3CCN(c4ccccn4)CC3)c(=O)c2c1S(=O)(=O)N1CCC(C)CC1,5,-2,-4,6,1,2,3.4
CCC1(C)CC(C(N)=S)CCO1 (configuration not stated),0,.,.,-3,-5,-5,-1.4
COCCNC(=O)c1ccc(N2CC3CC(C2)c2cccc(=O)n2C3)c(NC(=O)c2ccc(Br)o2)c1 (configuration not stated),1,-3,-4,2,4,-12,-0.7
O=C(CC1CCCCC1)N1CCN(c2ccccn2)CC1,-1,.,-1,.,6,-1,.

# Full records from above. Values in the order: CASP6 VEID inh	SIRT5 block	ERAP1 inh	DENV2 CPE	ERp5 block	miR122 inh	F508del corr
# `O=C(CC1CCCCC1)N1CCN(c2ccccn2)CC1` across the screens: -1	.	-1	.	6	-1	.
# `CN(C)C(=O)c1cc2c(c(-c3cccc(C4=CCCCC4)c3)n1)[C@@H](CCO)N(S(=O)C(C)(C)C)C2` (some centres not stated) across the screens: 9	-5	7	-1	3	-6	0.3

# New compounds follow
SMILES,CASP6 VEID inh,SIRT5 block,ERAP1 inh,DENV2 CPE,ERp5 block,miR122 inh,F508del corr
CCOC(=O)C1=C(COC(=O)CCOc2ccc(C)cc2)NC(=O)NC1C (configuration not stated),5,-4,1,0,3,.,-4.0
Cc1nc(N2CCN(S(=O)(=O)c3ccc(Br)cc3)CC2)c2c(C)c(C)sc2n1,-1,1,-1,2,3,-1,1.9
CCOc1ccc(NC(=S)N(CCN2CCOCC2)Cc2cc3cc4c(cc3[nH]c2=O)OCCO4)cc1,0,-2,2,.,3,7,-4.8
COc1ccc2sc(-c3ccc(S(C)(=O)=O)cc3)c(-c3ccc(SC)cc3)c2c1,-7,-4,0,-12,2,-1,5.8
CCOC(=O)C1CCN(C(=O)c2ccc3c(SCC(=O)O)c4c(nc3c2)CCCC4)CC1,6,-5,-4,-4,-10,.,3.1
COc1ccc(-c2noc(CCC(=O)N3CCN(c4cccc(C)c4)CC3)n2)cc1,1,-7,-3,10,-3,0,-2.3
S=C(Nc1ccc(Br)cc1Cl)N1CCCC1,1,-4,-1,5,7,.,0.2
O=C(c1ccccc1)N1CC2(C1)[C@H](c1ccccc1)[C@@H](CO)N2C(=O)CC1CC1,2,-2,0,26*,-2,.,-0.8
Cc1ccc(-c2noc(CN(C(=O)c3ccc4c(c3)OCO4)C(C)C)n2)cc1,.,-2,-1,0,1,2,-1.9
CCC1CCCCN1CCCNC(=O)Cn1ncc2c(C)n(Cc3ccccc3Cl)c(C)c2c1=O (configuration not stated),-19,-3,-3,-4,2,-7,-1.0
COc1ccc(C(=O)c2ccc([N+](=O)[O-])cc2Cl)cc1,2,.,6,.,5,-4,1.5
COC(=O)c1ccc(NC(=O)COC(=O)C2CC(=O)N(Cc3ccccc3)C2)cc1 (configuration not stated),0,2,6,3,2,.,-2.7
CCOc1ccc2cc(C3CC(c4ccco4)=NN3S(C)(=O)=O)c(=O)[nH]c2c1 (configuration not stated),0,-4,.,2,-2,126*,-0.6
N#CCCN(Cc1cccnc1)C(=S)Nc1ccccc1Cl,1,-1,-4,13,0,.,2.2
CCOc1ccc(C(=O)OCC(=O)NC2CCCCCCC2)cc1,0,0,2,-1,-1,1,0.7
Cc1cccc(C(=O)OC(C)CN2C(C)CCCC2C)c1 (configuration not stated),-1,-6,-3,7,-2,0,0.6
COC(=O)C(C)n1cnc2c(nnn2-c2cccc(OC)c2)c1=O (configuration not stated),-3,1,1,-7,0,-3,0.4
COc1cc(C(=O)NCCC2=CCCCC2)ccc1OC1CCN(C(C)=O)CC1,-5,4,-1,12,3,-1,1.7
Cc1c(C(=O)NCCO)sc2nc3n(c(=O)c12)CCC3,0,-3,-1,.,-3,-4,4.8
C[C@H](CO)N1C[C@H](C)[C@@H](CN(C)Cc2ccncc2)Oc2ccc(NC(=O)NC3CCCCC3)cc2C1=O,-1,-3,1,0,-3,-2[16.7 µM],-1.1
CO[C@H]1CN(C)C(=O)c2ccc(NS(=O)(=O)c3cn(C)cn3)cc2OC[C@H](C)NC[C@H]1C,.,-1,.,-3,4,.,-1.6
C[C@H]1CCCCO[C@H](CN(C)C(=O)CCC(F)(F)F)[C@@H](C)CN([C@@H](C)CO)C(=O)c2cc(NC(=O)c3ccncc3)ccc2O1,.,.,.,5,.,0[16.7 µM],-0.3
Cn1cnc(C(=O)NC2CCN(C(=O)OC(C)(C)C)CC2)c1C(=O)NC1CCN(C(=O)OC(C)(C)C)CC1,2,.,2,-12,1,1,2.1
COC(=O)c1ccc2nc(C3CCCCC3)c3c(c2c1)CCC3,-1,.,.,-7,-1,-5,2.0
COC(=O)c1ccc(C(=O)N(C)C2CCCN(Cc3ccccc3F)C2)cc1 (configuration not stated),2,-7,3,-2,1,-1,2.0
# Remaining list, next part.
SMILES,CASP6 VEID inh,SIRT5 block,ERAP1 inh,DENV2 CPE,ERp5 block,miR122 inh,F508del corr
COc1ccc(C=C(C#N)c2ccc(OC)cc2)cc1,0,-4,3,1,-10,4,4.8
CN1C(=O)c2cc(NC(=O)c3cccc(F)c3)ccc2OC[C@@H]2O[C@@H](CC(=O)NCC3CCCCC3)CC[C@H]21,4&4,4&7,1&-1,3&-2,-2&-4,.,.
OC[C@@H]1[C@H](c2ccc(C#Cc3ccccc3)cc2)[C@H]2CN(Cc3cncnc3)CCCCN12,1,2,0,12,-2,-13[16.7 µM],-3.4
CN(C)CC(=O)N1[C@H](CO)[C@@H](c2ccc(C#CC3CCCC3)cc2)[C@@H]1C#N,-2,2,5,34*,4,.,-2.0
NC(=O)C1CCN(Cc2nnnn2Cc2ccco2)CC1,1,-3,-7,.,-8,-6,.
CCOc1ccc2ccccc2c1C1NC(=S)N(C)C(C)=C1C(=O)OC (configuration not stated),1,0,0,7,6,0,0.2
COC(=O)c1ccc(OC(=O)CCS(=O)(=O)c2ccc(C)cc2)cc1,0,5,9,1,0,-1,4.5
CN1C(=O)c2cc(NC(=O)c3cccc(F)c3)ccc2OC[C@@H]2O[C@@H](CC(=O)NCc3ccccc3)CC[C@@H]21,.,.,.,-3,.,25[16.7 µM],0.4
O=C(CCNS(=O)(=O)c1ccc(Cl)cc1)OCC(=O)N1CCN(C(=O)c2ccco2)CC1,-1,-2,3,-4,-1,.,5.3
CCCNC(=O)N1C[C@H](O)COC[C@H]2O[C@@H](CC(=O)N3CCC(Cc4ccccc4)CC3)CC[C@@H]21,1,5,-7,-3,-1,-5[16.7 µM],-2.4
COc1ccc2c(CC(=O)Nc3ncc(C)s3)coc2c1,-2,0,-4,8,2,.,-0.6
COC(=O)C1SCCN1S(=O)(=O)c1ccc(Cl)cc1 (configuration not stated),3,2,.,-3,2,9,0.5
CC(=O)Nc1ccc(NC(=O)CN(c2cccc(C(C)=O)c2)S(C)(=O)=O)cc1,3,0,-1,-2,7,3,-1.7
CN(C)c1ccc(/C=N/NC(=O)c2ccc(NC(=O)c3ccccc3)cc2)cc1,-4,2,0,0,3,.,0.9
CC1CCN(CCCCOc2cccc(C(C)C)c2)CC1,-12,5,-2,-1,3,55,-0.1
C[C@@H]1CN([C@@H](C)CO)C(=O)c2cccc(NC(=O)Nc3ccc(C(F)(F)F)cc3)c2O[C@H]1CN(C)C(=O)Nc1ccc(C(F)(F)F)cc1,-3,0,2,8,-1,-6[16.7 µM],1.5
O=C(Nc1ccsc1C(=O)O)c1ccccc1,-1,-3,0,-2,5,6,-2.1
COc1ccc(NC(=O)C2CCCNC2)cc1OCC(C)C (configuration not stated),0,-2,0,.,-3,6,.
CCCNC(=O)N1C[C@@H](C)[C@H](OC)CN(C)C(=O)c2cc(NS(=O)(=O)CC(F)(F)F)ccc2OC[C@@H]1C,4,-7,1,60*,-2,.,-2.2
COc1ccc(NC(=O)CN(C)CC(=O)Nc2ccc(Cl)c(S(=O)(=O)N(C)C)c2)cc1,-2,-5,-3,8,1,-9,-0.5
CCC(=O)N[C@H]1CC[C@@H](CCNS(=O)(=O)c2ccc(Cl)cc2)O[C@@H]1CO,-2,5,2,0,5,.,-3.3
C[C@@H]1CN([C@H](C)CO)C(=O)c2cc(NS(=O)(=O)c3ccccc3)ccc2O[C@@H](C)CCCCO[C@H]1CN(C)C(=O)Nc1ccc(F)cc1,-1,4,-3,12,2,0[16.7 µM],2.3
C[C@H]1CN([C@@H](C)CO)C(=O)c2c(c3ccccc3n2C)-c2ccccc2CO[C@@H]1CN(C)S(=O)(=O)c1cccs1,2,0,-5,4,1,.,-5.2
CCOc1cc(C)c(S(=O)(=O)NCCCn2ccnc2)cc1C,-9,4,-2,0,1,?,2.0

# A second format for some results above:
Structure	CASP6 VEID inh	SIRT5 block	ERAP1 inh	DENV2 CPE	ERp5 block	miR122 inh	F508del corr
COc1ccc2c(CC(=O)Nc3ncc(C)s3)coc2c1	-2	0	-4	8	2	.	-0.6
COC(=O)C1SCCN1S(=O)(=O)c1ccc(Cl)cc1 (configuration not stated)	3	2	.	-3	2	9	0.5
